TLR4-MyD88 BLA: blocks binding of human TLR4 to MyD88; O00206+Q99836; HeLa CL3-4 TLR4/MyD88 BLA complementation, FRET ratio; inhibition, % at 8.4 µM; hit rate 0.18% among 200,000; AID 861; in the data active = inhibition above about 25%;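 note: 0% = vehicle and 100% = reference inhibitor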
S1P3 antag: antagonists of human S1P3 receptor. CHO S1P3 NFAT-BLA reporter, FRET fluorescence, antagonist mode. inhibition, % at 4.98 µM. hit rate 0.27% among 170,000. AID 485;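 active = inhibition above the plate cutoff, the mean inhibition of test wells on that plate plus 3 SD, cut at about 28% in these data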;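 note: cells challenged with S1P at its EC80 of 0.8 µM; blue over green emission ratio from cleaved BLA substrate after 4 h stimulation; 0% = S1P-stimulated wells and 100% = unstimulated DMSO-only wells; some compounds past the cut are filed as inactive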
PPARg SRC3 recr: promotes SRC-3 coactivator recruitment by human PPARgamma | biochemical PPARgamma/SRC-3 coactivator recruitment assay | AID 731 | activation, % at 8 µM | hit rate 0.26% among 200,000; in the data active = activation above about 23%;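 note: 0% = DMSO and 100% = reference agonist; some compounds past the cut are filed as inactive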
Target sequence (P37231 whole entry, looked up): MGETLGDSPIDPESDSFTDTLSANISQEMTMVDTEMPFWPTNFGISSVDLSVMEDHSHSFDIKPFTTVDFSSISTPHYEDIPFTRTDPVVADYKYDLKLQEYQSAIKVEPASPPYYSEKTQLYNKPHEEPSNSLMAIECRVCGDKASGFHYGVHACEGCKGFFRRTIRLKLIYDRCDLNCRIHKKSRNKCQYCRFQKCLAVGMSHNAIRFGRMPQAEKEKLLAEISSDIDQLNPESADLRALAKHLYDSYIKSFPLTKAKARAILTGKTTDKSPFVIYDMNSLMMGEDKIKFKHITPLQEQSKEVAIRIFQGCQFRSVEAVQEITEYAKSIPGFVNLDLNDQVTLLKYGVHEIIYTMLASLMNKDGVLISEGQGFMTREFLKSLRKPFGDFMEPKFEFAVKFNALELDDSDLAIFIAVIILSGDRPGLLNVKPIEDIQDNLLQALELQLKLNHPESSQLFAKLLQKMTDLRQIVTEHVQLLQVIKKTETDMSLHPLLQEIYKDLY
Redox H2O2 prof: compounds producing H2O2 with reducing agent – biochemical, NIH compound library profiling, artefact control for MLSCN library redox annotation, primary screen; DTT-dependent redox cycling H2O2, phenol red/HRP absorbance; 100% = 100 µM peroxide control, 0% = buffer; activation, % at 10 µM; hit rate 0.03% among 200,000;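 active = activation of at least 50% relative to the plate's high and low controls in the primary single-dose screen; inactive = activation below 50%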;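 note: compound incubated with DTT at 0.8 mM final as the reducing agent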
bIAP inhibitor: intestinal alkaline phosphatase (bovine) inhibition; 190,000 tested, under 10 active; purified bovine IAP, CDP-star luminescence, 30 min; AID 1019; inhibition, % at 20 µM;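 active = over 50% inhibition of intestinal alkaline phosphatase at 20 µM in the single-dose screen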
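Assay system – bovine IAP enzyme · Quantity – bovine IAP at 1/65,000,000 final dilution · Detection – CDP-star luminescence signal · Times – 30 min reaction at room temperature · Also added – CDP-star substrate at 30 µM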
PPARg SRC-2 ag: agonists of SRC-2 recruitment by human PPARgamma. PPARgamma LBD-SRC-2 recruitment, biochemical. activation, % at 8 µM. hit rate 0.34% among 200,000; in the data active = activation above about 22%;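 note: 0% = vehicle and 100% = reference agonist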
ROMK mod: modulates human ROMK potassium channel activity; P48048; Tet-inducible ROMK, thallium flux fluorescence; actives lie on both sides; B-score at 10 µM; hit rate 2% among 130,000;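 active = signal ratio slope over the read window, or its plate-corrected B-score, at least 3 SD from the plate mean, either direction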;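 note: B-score of the F/F0 ratio slope over 7 to 12 s after thallium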
Target sequence (P48048 whole entry, looked up): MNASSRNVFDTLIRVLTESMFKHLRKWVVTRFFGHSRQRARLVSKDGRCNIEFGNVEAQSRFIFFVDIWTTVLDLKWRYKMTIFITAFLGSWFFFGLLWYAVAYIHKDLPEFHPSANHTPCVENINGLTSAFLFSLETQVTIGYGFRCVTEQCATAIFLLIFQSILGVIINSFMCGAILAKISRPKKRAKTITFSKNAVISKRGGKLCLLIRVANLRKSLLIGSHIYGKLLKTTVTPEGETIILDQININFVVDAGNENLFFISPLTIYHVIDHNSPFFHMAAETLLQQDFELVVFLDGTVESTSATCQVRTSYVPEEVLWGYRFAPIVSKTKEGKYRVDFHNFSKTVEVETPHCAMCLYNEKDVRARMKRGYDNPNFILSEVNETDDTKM
PPARg SRC1 recr: agonists of human PPARgamma SRC-1 coactivator recruitment; hit rate 0.41% among 200,000; activation, % at 8 µM; AID 631; P37231; PPARgamma-SRC-1 coactivator recruitment biochemical assay; in the data active = activation above about 19%;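 note: 0% = DMSO and 100% = reference agonist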
bIAP activator: intestinal alkaline phosphatase (bovine) activation | purified bovine IAP, CDP-star luminescence, 30 min; stronger effect = higher value; fold of DMSO-control signal, blank-subtracted | activation factor at 20 µM | hit rate 0.17% among 200,000;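 active = activation factor of 2 or more at 20 µM, a signal rise over negative controls twice the positive control's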
Lmaj promast: Leishmania major promastigote growth inhibition. Leishmania major promastigotes, resazurin fluorescence viability. inhibition, % at 10 µM. hit rate 9% among 200,000. AID 1063; in the data active = inhibition above about 50%;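 note: promastigotes grown with compound for 44 hours at 28 °C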
SRC2 TRFRET art: counter-screen for PPARgamma SRC-2 recruitment agonists: TR-FRET artefact; stronger effect = higher value; TR-FRET ratio at 8 µM; hit rate 0.4% among 200,000; AID 1049; in the data active = TR-FRET ratio above about 2000; note: inactives centre near 1500; reference of the scale not given here
* = called active by the depositor; nt = no result given.

SMILES	TLR4-MyD88 BLA	S1P3 antag	PPARg SRC3 recr	Redox H2O2 prof	bIAP inhibitor	PPARg SRC-2 ag	ROMK mod	PPARg SRC1 recr	bIAP activator	Lmaj promast	SRC2 TRFRET art
O=C(NC(=S)Nc1nc2ccccc2s1)c1ccco1	0	-27	0	0.5	7	8	nt	7	0.9	9	1615
Cc1ccc(-c2ccc(S(=O)(=O)NCC3CCCO3)cc2)cc1 (stereo not drawn)	1	-19	3	-0.2	5	-2	-0.65	-4	0.9	-7	1297
COc1ccc(-c2cn(/N=C/c3ccc(Cl)cc3Cl)c(N)n2)cc1	9	nt	0	0.3	2	7	0.16	-6	1	5	1368
COCCCN(C(=S)Nc1ccc(OC)cc1)C(C)c1ccncc1 (stereo not drawn)	2	0	-3	0.3	-8	3	-0.42	-2	1.1	3	1552
COCCNC(=O)CCC(=O)NNc1nc2ccccc2c2nc(-c3ccccc3)nn12	5	-8	-4	-0.1	-55	-3	nt	10	1.5	-2	1656
Cc1ccc(N2CCC(N3CCN(C4CCCCC4)C(CCO)C3)CC2)cc1 (stereo not drawn)	-9	-11	0	-1.2	2	0	-0.62	0	1	53*	1544
CCOC(=O)N1CCC(NC(=O)c2cc(C(=O)NC3CCN(Cc4ccccc4)CC3)ccc2CO)CC1	-10	-16	2	-0.5	-7	-13	0.12	2	1.1	1	1573
COc1ccc([N+](=O)[O-])cc1NC(=O)CCN1CCN(CCO)CC1	5	6	0	0.2	15	1	nt	-4	0.8	-2	1611
O=C(NC1CCCCC1)C(c1ccccn1)N(C(=O)c1csnn1)C1CC1 (stereo not drawn)	-14	-20	1	0.5	-6	-1	0.25	6	1.1	-5	1575
O=C(CSc1nnc(COc2ccc(F)cc2)o1)N1c2ccccc2CCc2ccccc21	-11	-25	-2	3.7	10	3	-0.29	-1	0.9	10	1635
Cc1ccc(C)c(NC(=O)CCC(=O)NNC(=O)C(c2ccccc2)c2ccccc2)c1	-8	nt	-3	-5.9	-14	-4	0.32	-4	1.1	-5	1282
CCC(=O)N1N=C(c2ccccc2)CC1c1ccc([N+](=O)[O-])cc1 (stereo not drawn)	-1	7	3	-0.3	-4	5	0.73	2	1	-6	1506

Profiles as entered above. Values in the order: TLR4-MyD88 BLA, S1P3 antag, PPARg SRC3 recr, Redox H2O2 prof, bIAP inhibitor, PPARg SRC-2 ag, ROMK mod, PPARg SRC1 recr, bIAP activator, Lmaj promast, SRC2 TRFRET art
Entry for Cc1ccc(-c2ccc(S(=O)(=O)NCC3CCCO3)cc2)cc1 (stereo not drawn) : 1, -19, 3, -0.2, 5, -2, -0.65, -4, 0.9, -7, 1297
Entry for O=C(CSc1nnc(COc2ccc(F)cc2)o1)N1c2ccccc2CCc2ccccc21 : -11, -25, -2, 3.7, 10, 3, -0.29, -1, 0.9, 10, 1635
Entry for COCCCN(C(=S)Nc1ccc(OC)cc1)C(C)c1ccncc1 (stereo not drawn) : 2, 0, -3, 0.3, -8, 3, -0.42, -2, 1.1, 3, 1552
Entry for COCCNC(=O)CCC(=O)NNc1nc2ccccc2c2nc(-c3ccccc3)nn12 : 5, -8, -4, -0.1, -55, -3, nt, 10, 1.5, -2, 1656

Later entries:
SMILES	TLR4-MyD88 BLA	S1P3 antag	PPARg SRC3 recr	Redox H2O2 prof	bIAP inhibitor	PPARg SRC-2 ag	ROMK mod	PPARg SRC1 recr	bIAP activator	Lmaj promast	SRC2 TRFRET art
CC1c2[nH]c3ccccc3c2CCN1C(=O)Nc1ccccc1 (stereo not drawn)	1	15	-13	2.4	3	-4	nt	-4	1	14	1469
Cc1noc2c1C(c1ccc(N(C)C)cc1)C1=C(CC(C)(C)CC1=O)N2 (stereo not drawn)	8	nt	2	-0.6	2	3	0.58	7	1	4	1528
COc1ccc(/C=N/Nc2ncc(C(F)(F)F)cc2Cl)cc1OC	4	-2	6	-0.8	-8	0	0.087	-1	1.1	1	1442
O=C(c1ccc(=O)[nH]n1)N1CCN(S(=O)(=O)c2ccc3ccccc3c2)CC1	-6	-1	-4	0.2	-14	-5	-0.31	-2	1.1	-9	1344
O=C(O)CCSc1nc2ccccc2c(=O)[nH]1	0	-6	-5	-0.3	-4	7	nt	6	1	1	1613
COc1ccccc1NC(=O)C1CCCN(c2nc(C)cc(C)n2)C1 (stereo not drawn)	-1	nt	8	-0.2	17	6	-0.51	1	0.8	7	1493
CCCCCCCCCSc1n[nH]c(N)n1	-8	nt	-1	-1.8	5	0	nt	2	0.9	1	1464
c1coc(-c2nc(-c3ccncc3)no2)c1	1	-3	-4	3.5	10	2	0.91	0	0.9	-1	1522
CCn1c(CNC(=O)C(C)(C)C)nc2ccccc21	9	-40	-4	-1.5	11	-5	nt	-2	0.9	-3	1549
CCOc1ccc(NC(=O)N2CCC(n3nnc4cc(C)ccc43)CC2)cc1	0	nt	9	-4.3	11	-1	nt	3	0.9	0	1491
CCOc1ccc(N2C(=O)/C(=C/c3ccco3)N(C)C2=S)cc1	-12	0	0	-0.1	-10	8	0.033	7	1.1	-1	1507
CC(C)CCNC(=O)C(c1ccco1)N(Cc1cccs1)C(=O)Cn1nnc2ccccc21 (stereo not drawn)	3	9	-5	-2.9	-10	3	nt	-4	1.1	39	1445
COc1cc(/C=N/NC(=O)Cc2ccccc2)ccc1Oc1ccc([N+](=O)[O-])cc1[N+](=O)[O-]	-5	6	-1	-0.5	16	7	0.96	3	0.8	-2	1516
COc1ccc(N2CCN(C(=O)Cn3nnc(-c4ccccc4N)n3)CC2)cc1	-3	-9	3	-0.1	4	9	-0.85	4	1	6	1706
COc1ccc(NC(C)=O)cc1NC(=O)CN1CCN(c2ccccn2)CC1	0	-8	-4	0.5	7	0	nt	-7	0.9	-3	1372
COc1ccccc1OCc1ccc(C(=O)NCCN(C)C)o1	-1	-14	5	1.7	-4	-3	nt	2	1	3	1648
O=c1c2c3n(c(=S)nc2[nH]n1-c1ccccc1)CCCCC3	-5	nt	11	0.1	8	-3	-0.24	2	0.9	38	1573
CN(C)C(=O)C(=O)c1cccn1-c1ccccc1C#N	1	nt	1	0.4	7	1	1.5	0	0.9	-1	1537
CCOC(=O)CSc1nnc(CNC(=O)c2ccc(S(=O)(=O)N3CCCCC3)cc2)n1C	-3	-11	-3	0.7	-4	1	-0.14	-2	1	-3	1569
CCOC(=O)C1(Cc2ccc(OC)cc2)CCN(C(=O)C2CCCO2)CC1 (stereo not drawn)	-14	0	4	0.9	6	-7	0.38	2	0.9	-6	1617
COc1ccc(CN/C=C2\CCCCC2=O)cc1	3	11	-2	2.2	9	-2	nt	1	0.9	4	1545
CC12CCC(C(=O)NCc3ccccn3)(OC1=O)C2(C)C (stereo not drawn)	4	-14	10	2.8	7	4	-0.00018	2	0.9	-4	1604
O=C(CCS(=O)(=O)Cc1ccccc1)N1CCN(Cc2ccccc2)CC1	-6	-9	5	0.2	1	3	0.57	-1	1	-8	1612
O=C(CSc1nnc(-c2ccncc2)n1CC1CCCO1)Nc1ccccc1Cl (stereo not drawn)	3	-20	-3	-0.2	-11	-5	0.043	-3	1.1	-1	1636
CCSc1nnc(-c2cnn(-c3ccccc3)c2-n2cccc2)n1C	9	nt	11	0.1	-10	3	1.7	2	1.1	-1	1431
CCCCN(CCCC)c1nc2ccccc2nc1NS(=O)(=O)c1ccc(NC(C)=O)cc1	-5	nt	7	0.2	8	12	0.22	1	0.9	0	1601
Cn1c(N=Nc2ccc(N3CCOCC3)cc2)[n+](C)c2ccccc21	5	-2	39*	-1.7	44	53*	0.56	43*	0.6	100*	2551*
Cc1cc(C)c(NC(=O)CSc2ccc3nnc(CCNC(=O)c4ccccc4)n3n2)c(C)c1	-4	10	5	3.1	5	-5	0.63	-6	0.9	2	1307
COc1cccc(Oc2nccc(N(C)C)c2C#N)c1	-12	1	0	-0.8	2	3	nt	8	1	16	1480
N#C/C(=C\N1CCOCC1)c1ccccc1	-3	nt	8	-4.5	4	10	nt	8	1	-4	1778
Cn1c(=O)[nH]c(=O)c2c1ncn2CCN1CCOCC1	17	-8	0	1.0	8	3	nt	1	0.9	-3	1582
Cn1c(=O)c2c(nc(N3CCOCC3)n2Cc2c(F)cccc2Cl)n(C)c1=O	5	-18	-17	2.7	1	1	0.87	-2	1	-7	1437
CC(=O)c1cccc(NC(=O)CC2SC(N3CCCCC3)=NC2=O)c1 (stereo not drawn)	-4	-35	-21	-4.1	1	2	-0.0026	1	1	2	1450
O=C(Cc1ccc(Cl)cc1)Nc1ccc2c(c1)C(=O)NC2=O	-6	-7	-5	-1.5	0	0	-0.0026	-3	1	-4	1581
Nc1n[nH]c(-c2ccccc2[N+](=O)[O-])n1	7	-3	-3	0.3	5	-10	-0.042	-2	0.9	60*	1431
Cc1ccc2oc(-c3ccco3)nc2c1	1	-4	-9	0.0	7	3	-0.21	-7	0.9	-1	1538
Cn1nnc2c(C(N)=O)ncn2c1=O	nt	-8	4	nt	2	6	nt	9	1	nt	1540
COc1cc(NC(=S)NC(=O)CC(C)C)ccc1NC(=O)c1cc2ccccc2o1	-18	-7	2	1.0	3	4	-0.25	1	1	1	1502
Nc1ccc2c(c1)ncn2CCCn1cnc2cc(N)ccc21	-5	-40	-11	-0.1	8	13	-1.1	11	0.9	5	1730
COc1ccc(/C=C2\CCCC3C2=NN(C(=O)c2ccco2)C3c2ccc(OC)c(OC)c2)cc1OC (stereo not drawn)	5	nt	4	-4.8	-5	9	nt	0	1	29	1612
CC(=O)c1c(O)cc(=O)n(-c2ccccc2)c1-c1ccc(C)cc1	2	nt	-1	-3.6	-2	-2	nt	-5	1	-3	1482
O=C(COC(=O)C12CC3CC(CC(C3)C1)C2)NCCCc1ccccc1	5	5	3	0.3	-2	9	nt	0	1	-2	1497
CCOC(=O)CSc1nc2ccccc2c(=O)[nH]1	-1	-28	8	-0.6	14	0	nt	-2	0.9	-4	1573
COc1ccc(/C(C)=N/NC(=O)CNC(=O)c2cccs2)cc1OC	2	-26	2	-0.1	-1	-3	0.68	-2	1	3	1614
FC(F)Oc1ccccc1NC(=S)Nc1cccc(Cl)c1Cl	3	-14	-6	0.6	14	-4	nt	0	0.9	8	1522
Cc1ccc(C)c(-n2cc(CN3CCN(C(=O)c4ncn[nH]4)CC3)c(-c3ccccc3)n2)c1	-7	-7	0	-1.2	-15	1	-0.75	0	1.1	-3	1391
COc1ccc(NC(=O)c2cccnc2Nc2ccccc2)cc1	8	nt	9	0.0	7	8	-0.56	9	0.9	13	1527
Cc1cnc(NC(=O)CCCSc2nc3ccccc3s2)s1	-1	2	6	2.4	22	5	0.011	9	0.8	-3	1550
CCCC1(C(=O)OC)NC(c2ccco2)C2C(=O)N(C)C(=O)C21 (stereo not drawn)	-1	-20	-2	-1.1	-7	-7	1.2	-1	1.1	4	1565
c1ccc(-c2cc3c(NCC4COc5ccccc5O4)ncnc3s2)cc1 (stereo not drawn)	2	11	5	1.9	6	-10	nt	0	0.9	99*	1612
O=C(Nc1ccc(-n2ccnc2P(=O)(O)c2ccccc2)cc1)c1ccccc1Br	-8	nt	-4	-0.2	-13	9	1.7	-3	1.1	-1	1655
CC1(C)OC(=O)C(=NNc2ccc(Br)cc2)C(=O)O1	6	19	-2	0.2	8	-11	-0.1	-2	0.9	-8	1375
CCOC(=O)C1CCN(C(=O)c2oc3ccc(S(=O)(=O)N4CC(C)CC(C)C4)cc3c2C)CC1 (stereo not drawn)	-12	nt	-3	2.0	-8	-3	nt	1	1.1	24	1527

Screening results (PubChem)

Random draw from the library; 11% or so of the library scored in one or more.
